Granule exo inh – LAMP-1 surface exposure blockers, TALL-104 cells – cell-based, flow cytometry, MLPCN library, primary screen; TALL-104 LAMP-1 surface exposure; cells stimulated with thapsigargin and PMA; inhibition, % at 10 µM; 360,000 compounds, 0.66% hits; AID 651702, 2012;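 active = inhibition above about 55%, limit read from the data; inconclusive = no clear call, values can overlap the other calls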
MC4R ag barr – MC4R agonists recruiting beta-arrestin, primary screen, cell-based, luminescence, agonist arm of biased-ligand search. AID 540308, 2011. Melanocortin receptor 4 (Homo sapiens), P32245. activation, % at 8.9 µM. 360,000 compounds, 0.98% hits. U2OS MC4R beta-arrestin complementation; percent of melanotan II response, DMSO zero;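 active = activation above a per-plate cutoff, the mean activation of sample wells on that plate plus 3 SD, cut at about 8% in these data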
ABCB6 inh MLPCN – ABCB6 transporter inhibitors, primary screen, K562-ABCB6 cells, flow cytometry, MLPCN library; ATP-binding cassette sub-family B member 6 (Homo sapiens), Q9NP58; K562-ABCB6 porphyrin accumulation, 1 h; stronger effect = lower value; fluorescence ratio to DMSO, % at 10 µM; 360,000 compounds, 0.19% hits;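 active = fluorescence ratio to DMSO below 75%, the collection mean minus 3 SD; inconclusive = too few cells collected in the well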;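 also: signal is porphyrin accumulated inside mitochondria; 100% equals median channel fluorescence of DMSO control wells; lower ratio means ABCB6 inhibition with less porphyrin fluorescence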
MC4R antag cAMP – MC4R antagonists of cAMP signaling, primary screen, cell-based, TR-FRET, antagonist arm of biased-ligand search. AID 540295, 2011. 360,000 compounds, 0.48% hits. MC4R-expressing cells, MTII-stimulated cAMP, LANCE TR-FRET. inhibition, % at 6.5 µM. Melanocortin receptor 4 (Homo sapiens), P32245;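 active = inhibition above its plate's cutoff, the mean of tested wells on that plate plus 3 SD, cut at about 29% in these data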;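 also: 0% = Melanotan II alone and 100% = Melanotan II plus saturating MCL0020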
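System: U2OS-MC4R stable cell line; Technique: Eu-cAMP/anti-cAMP TR-FRET, emission 671 nm; Repeats: single well per compound; Also added: Melanotan II; Dosing: one concentration, 6.5 µM nominal; Schedule: 30-min compound, 1-h challenge, 1-h detection, room temperature.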
Glyco luc inh – increase of ERlucT glycosylation luciferase signal, primary screen, N-linked glycosylation inhibitor project, D54 ERlucT cells, luminescence, set 2; D54 ERlucT glycosylation luciferase reporter, 24 h; percent of 100 nM tunicamycin response; 360,000 compounds, 0.23% hits; reporter increase, % at 12.5 µM;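 active = mean luciferase reporter signal, scaled so untreated is 0 and the glycosylation-blocking control 100, at or above a set limit in every replicate; inconclusive = mean reaches the limit but not every replicate does; inactive = mean below the limit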;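 also: luciferase carries N-glycosylation sites so blocking glycosylation raises the light; 0% = median of neutral control wells and 100% = median of 100 nM tunicamycin wells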
ABHD5 PLIN5 PPI – ABHD5-PLIN5 interaction inhibitors, primary screen, cell lysate, split luciferase complementation, luminescence; inhibition, % at 4 µM; AID 602281, 2012; 360,000 compounds, 0.78% hits; Split G. princeps luciferase complementation, 4 h; Perilipin-5 (Homo sapiens) + 1-acylglycerol-3-phosphate O-acyltransferase ABHD5 (Homo …;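 active = inhibition above the mean inhibition across every tested compound plus 3 SD, cut at about 22% in these data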;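 also: 0% = DMSO only wells and the 100% control is not disclosed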
Target sequence (Q00G26 whole entry, looked up): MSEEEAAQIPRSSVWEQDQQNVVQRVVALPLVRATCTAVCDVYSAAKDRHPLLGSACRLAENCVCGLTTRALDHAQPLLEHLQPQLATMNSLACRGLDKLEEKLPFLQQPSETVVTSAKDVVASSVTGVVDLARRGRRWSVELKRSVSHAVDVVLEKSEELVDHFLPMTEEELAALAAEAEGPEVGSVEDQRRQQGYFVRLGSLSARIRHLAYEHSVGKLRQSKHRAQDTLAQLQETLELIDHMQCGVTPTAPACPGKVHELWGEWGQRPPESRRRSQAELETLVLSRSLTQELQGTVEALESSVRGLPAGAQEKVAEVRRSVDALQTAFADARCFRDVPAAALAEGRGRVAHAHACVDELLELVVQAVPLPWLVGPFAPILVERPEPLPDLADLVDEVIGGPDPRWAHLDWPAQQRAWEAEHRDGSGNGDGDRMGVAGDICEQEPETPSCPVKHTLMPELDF
Target sequence (Q8WTS1 whole entry, looked up): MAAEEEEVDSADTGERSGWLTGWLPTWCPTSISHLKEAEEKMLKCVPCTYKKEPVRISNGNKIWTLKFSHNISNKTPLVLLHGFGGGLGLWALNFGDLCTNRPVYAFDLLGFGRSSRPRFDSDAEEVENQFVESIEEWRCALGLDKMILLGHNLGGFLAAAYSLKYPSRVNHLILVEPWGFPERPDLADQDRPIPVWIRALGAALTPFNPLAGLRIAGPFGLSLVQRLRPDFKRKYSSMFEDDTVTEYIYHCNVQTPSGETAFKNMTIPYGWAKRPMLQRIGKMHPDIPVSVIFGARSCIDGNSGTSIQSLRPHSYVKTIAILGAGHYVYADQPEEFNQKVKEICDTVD
CaV13 ICDI inh – Disruptors of the CACNA1D IQ motif to Ca2+-dependent inactivation inhibitor domain association, primary screening, Förster resonance energy transfer in intact living … | 340,000 compounds, 0.098% hits | AID 743397 | inhibition, % at 12.3 µM | HEK cells, CFP/YFP FRET ICDI-IQ, plate reader, 10 min; percent FRET-ratio fall versus neutral wells;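 active = mean replicate inhibition of at least 30% and at least 1% of replicates passing that level; inconclusive = only one of the two criteria is met; inactive = neither criterion is met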;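 also: 0% = median of the neutral control wells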
Cardio protect – cardioprotection against H2O2-induced cell death, primary screen, uHTS, H9c2 cells, ATPLite luminescence. protection from H2O2 cell death, % at 20 µM. H9c2 cardiomyocytes, H2O2 injury protection, 2 h. 360,000 compounds, 0.63% hits;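 active = compounds giving at least 50% protection of heart cells from peroxide-induced death in the single-dose screen, raw or plate-pattern-corrected value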;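 also: 0% = DMSO wells with peroxide and 100% = DMSO wells without peroxide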
PDI turbidity – inhibitors of human PDI, primary screen, biochemical, turbidity, single point, plate reader; PDI insulin aggregation turbidity, A650, 90 min; AID 588391, 2011; inhibition, % at 10 µM; 350,000 compounds, 0.052% hits; Protein disulfide-isomerase (Homo sapiens), P07237;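 active = mean inhibition across replicates of 30% or more, whatever share of single replicates reach that level; inconclusive = mean inhibition below 30% while every single replicate reaches 30%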;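 also: absorbance from insulin aggregation driven by PDI reduction with DTT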
HTR2A ag – mouse Htr2a agonists via beta-arrestin recruitment, primary screen, cell-based, luminescence; 5-hydroxytryptamine receptor 2A (Mus musculus), P35363; CHO-K1 mHTR2A beta-arrestin complementation; percent of 30 µM serotonin response; activation, % at 7.6 µM; 360,000 compounds, 0.66% hits; AID 624169, 2012;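 active = activation above a run cutoff, the mean activation of all tested compounds plus 3 SD, cut at about 14% in these data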;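 also: 0% = plate median of compound wells and 100% = 30 µM serotonin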
Active calls of the source: *; ? = inconclusive; . = no result given.

SMILES	Granule exo inh	MC4R ag barr	ABCB6 inh MLPCN	MC4R antag cAMP	Glyco luc inh	ABHD5 PLIN5 PPI	CaV13 ICDI inh	Cardio protect	PDI turbidity	HTR2A ag
c1ccc2oc(-c3[nH]ncc3CN(Cc3ccncc3)CC3CCCO3)cc2c1 (stereo unspecified)	-3	-3.4	100	14	-2	3	-5	-1	-1	-2
O=C(CSC1=NS(=O)(=O)c2cc(F)ccc2N1)NCCc1ccccc1	-5	-3.3	101	7	1	-7	-4	-1	5	5
CC(C)CC(=O)C1CCCN(C(=O)c2ccc3oc(Cc4ccccc4)nc3c2)C1 (stereo unspecified)	-3	0.9	99	-3	0	-1	.	-2	-4	-9
COc1ccccc1CNC(=O)COC(=O)c1c[nH]c2ccccc12	-6	0.8	102	5	-3	9	-2	-2	-9	7
CN(C)CCNC(=O)c1cccc(-c2cnc3c(NC=O)cc(-c4ccc(F)cc4)cn23)c1	-4	-1.0	100	-12	-9	6	-6	-11	1	-10
O=C(CN1C(=O)CCC1=O)c1ccc(-c2ccccc2)cc1	-2	1.1	94	21	5	-1	-3	3	-5	-6
COC(=O)c1ccc(C)c(NC(=O)C(CCSC)NC(=O)c2cc(OC)c(OC)c(OC)c2)c1 (stereo unspecified)	7	-2.0	96	1	7	3	-16	8	13	-2
CCOC(=O)c1[nH]c2cc3c(cc2c1NC(=O)CN1CCN(CCO)CC1)OCO3	-5	-1.0	97	16	4	4	-5	2	1	-4
O=S(=O)(c1ccc2ccccc2c1)N1CCN(C2Cc3ccccc3C2)CC1	-6	0.3	102	-6	-2	0	-16	-7	2	-6
Cn1nc(C(=O)Nc2nc3ccccc3[nH]2)c2ccccc2c1=O	5	2.2	105	19	5	1	-4	5	0	7
Cc1ccc(-c2noc(CCC(=O)Nc3ccc4c(c3)OCO4)n2)cc1	6	0.9	90	-5	1	9	-1	-25	3	2
CC(C)(C)OC(=O)N1CCCC1C(=O)O (stereo unspecified)	1	0.4	98	8	1	-2	-4	4	13	0
O=C(CCc1nc2ccccc2[nH]c1=O)OCC(=O)c1ccc(Cl)cc1	-5	5.0	103	9	0	3	-8	2	-3	0
O=C(NCC(=O)N(c1cccc(F)c1)C(C(=O)NCC1CCCO1)c1ccccc1)c1ccco1 (stereo unspecified)	3	-1.5	100	12	0	3	.	8	1	-4
CCCN1C2CCCC1CC(NC(=O)c1cccc(Cl)c1)C2 (stereo unspecified)	0	-2.3	103	6	0	5	-3	7	-3	-1
Cc1cccc(N2CCN(C(=O)C3CCCN(S(=O)(=O)c4c(C)noc4C)C3)CC2)c1C (stereo unspecified)	-3	0.5	95	3	-4	2	-3	-14	.	2
CN(C)CCCN(C(=O)c1ccco1)c1nc2ccc(F)cc2s1	-2	-0.6	95	4	1	4	-4	25	11	-9
Cc1cccc(-c2nnn(Cc3nnc(NC(=O)c4ccccc4)s3)n2)c1	-1	-0.5	101	9	0	-5	-3	-19	-1	-4
CC12CCC(C(=O)NNc3ccccc3)(C(=O)C1=O)C2(C)C (stereo unspecified)	-1	0.1	98	3	2	1	-18	5	19	2
CN(C)S(=O)(=O)c1cccc(C(=O)N(Cc2ccc(F)cc2)Cc2ccco2)c1	-1	-1.2	106	0	-2	-3	.	34	-5	-9
Cc1cc(=O)oc2cc(NC(=S)NNC(=O)c3c(Cl)cnn3C)ccc12	-5	2.1	101	1	0	-7	.	10	-6	1
Cc1cc(C)n(-c2ccc(C(=O)Nc3nnc(C4CC4)s3)cc2)n1	-7	0.4	99	0	1	6	-5	-5	-2	2
Cc1c(C(=O)NC2CCN(Cc3ccccc3)C2)oc2ccc(Br)cc12 (stereo unspecified)	46	1.9	104	6	-4	4	-4	-4	0	-11
C/C(COc1ccccc1)=N\NC(=O)c1nnn(-c2nonc2N)c1CSc1ccc(C)cc1	4	-1.0	100	-8	1	8	-12	18	-4	-7
Cc1ccc(CNS(=O)(=O)/C=C/c2ccc3c(c2)OCO3)cc1	2	0.4	103	10	1	6	-4	-15	-3	-3

An excerpt from above, reduced to HTR2A ag and Cardio protect.
molecule	HTR2A ag	Cardio protect
Cc1cccc(-c2nnn(Cc3nnc(NC(=O)c4ccccc4)s3)n2)c1	-4	-19
CC12CCC(C(=O)NNc3ccccc3)(C(=O)C1=O)C2(C)C (stereo unspecified)	2	5

(list continues)
SMILES	Granule exo inh	MC4R ag barr	ABCB6 inh MLPCN	MC4R antag cAMP	Glyco luc inh	ABHD5 PLIN5 PPI	CaV13 ICDI inh	Cardio protect	PDI turbidity	HTR2A ag
COC(=O)C1=C[C@@H](C(=O)OC)[C@@H]2C3=C(C(=O)[C@]2(C)NC(=O)c2ccccc2)[C@H](C)n2c(=O)n(C)c(=O)n2[C@@H]3C1	-1	-1.4	101	6	1	7	-6	11	-12	3
Cc1nn(C)c(Cl)c1C(=O)NCC(=O)Nc1ccc(C(C)C)cc1	3	-0.8	99	-4	0	2	-4	-14	-4	4
COCCCNc1nc2ccccc2nc1NS(=O)(=O)c1ccc(C)cc1	-6	-3.0	93	-2	-1	-1	-2	6	-1	-3
Cc1cnc(C(=O)OCC(=O)NCc2ccc3c(c2)OCO3)cn1	-1	1.2	105	18	1	5	-5	0	4	-1
O=C(Nc1ccccc1Cl)c1cnccn1	4	0.7	99	6	2	4	-8	5	0	-2
CCOC(=O)CSc1nc2sc3c(c2c(=O)n1-c1ccc(OC)cc1)CCN(C)C3	7	-2.5	98	4	4	2	-14	4	14	-3
O=C(NCCC1CCCCN1S(=O)(=O)c1ccc(F)cc1)C(=O)NCc1cccnc1 (stereo unspecified)	1	-0.2	96	6	-1	-4	-2	-5	-6	-3
COc1ccc(CNC(=O)C2(CC3CC(c4ccccc4)=NO3)CCN(C(=O)C3(C)CC3)CC2)cc1 (stereo unspecified)	6	-1.8	99	6	-1	-4	-5	28	-6	-5
CCCCn1c(N)c(N(CCC(C)C)C(=O)CN2C(=O)C3CCCCC3C2=O)c(=O)[nH]c1=O (stereo unspecified)	10	0.8	103	3	1	-7	-13	-3	-1	-2
CCOC(=O)c1ccc(Oc2nc(N(C)C)nc(N(C)C)n2)cc1	2	0.1	91	6	-2	3	-3	-8	-8	3
CCOC(=O)c1cccc(N2C(=O)Nc3ccccc3N2O)c1	-5	3.0	103	8	-1	6	-4	6	4	2
COc1ccccc1NC(=O)C(C)OC(=O)C(C)SCC(=O)Nc1ccc(C)cc1 (stereo unspecified)	-8	-1.9	94	0	2	-10	-5	-6	-2	-8
Cc1cc(C)cc(NC(=O)CN2CCC(C(=O)c3ccccc3)CC2)c1	11	5.3	96	1	0	-3	-4	-8	-2	-9
Cc1ccc(-c2nnn(CC(=O)N(Cc3cccs3)C(C(=O)NCC3CCCO3)c3ccco3)n2)o1 (stereo unspecified)	0	-0.7	101	22	1	2	-3	9	-4	0
COc1ccc(Cn2c(C(F)(F)F)ccc(C(N)=O)c2=O)cc1	-3	-1.6	96	-6	-1	0	.	16	0	6
COc1ccc(NC(=O)N(C)C[C@H]2OCc3cnnn3CCCC(=O)N([C@@H](C)CO)C[C@H]2C)c(OC)c1	-1	0.0	103	9	1	8	-1	-1	-4	0
Cc1noc(C)c1C(=O)Nc1nc(-c2ccccc2Cl)cs1	-1	1.1	94	5	-2	-1	-2	-6	20	-4
Cc1c(C(=O)OC(C)C)sc(NC(=O)c2cnccn2)c1C(=O)OC(C)C	-6	1.0	96	-1	3	6	-5	-8	0	4
CC(C)(C)c1ccc(C(=O)NCCCNC(=O)c2ccccn2)cc1	?	1.5	97	-3	2	6	-3	-5	-13	1
O=C(NCCCn1ccnc1)Nc1ccc(Cl)cc1Cl	0	0.9	97	6	3	-1	.	2	10	-4
CC(Sc1nc2ccccc2c(=O)n1CC1CCCO1)C(=O)Nc1ccc(S(N)(=O)=O)cc1 (stereo unspecified)	-3	0.3	102	-1	-1	17	-6	1	2	0
Cc1ccccc1NC(=O)CSc1ccc(-c2ccccn2)nn1	-5	-2.4	94	7	1	-2	-4	2	6	-7
O=[N+]([O-])c1ccc(N2CCNCC2)c(S(=O)(=O)N2CCOCC2)c1	3	1.9	95	6	3	-5	-4	12	-8	1
CCOC(=O)c1sc(C)c(C(=O)NCCCN2CCOCC2)c1N	-2	-2.0	109	-4	0	1	.	16	8	5

5 of the entries above in order of their number in Glyco luc inh, high to low:
compound,Glyco luc inh
Cc1c(C(=O)OC(C)C)sc(NC(=O)c2cnccn2)c1C(=O)OC(C)C,3
O=C(Nc1ccccc1Cl)c1cnccn1,2
Cc1cc(C)cc(NC(=O)CN2CCC(C(=O)c3ccccc3)CC2)c1,0
CCOC(=O)c1cccc(N2C(=O)Nc3ccccc3N2O)c1,-1
CCOC(=O)c1ccc(Oc2nc(N(C)C)nc(N(C)C)n2)cc1,-2

Entries shown so far that have a tert-butyl group:
SMILES	Granule exo inh	MC4R ag barr	ABCB6 inh MLPCN	MC4R antag cAMP	Glyco luc inh	ABHD5 PLIN5 PPI	CaV13 ICDI inh	Cardio protect	PDI turbidity	HTR2A ag
CC(C)(C)OC(=O)N1CCCC1C(=O)O (stereo unspecified)	1	0.4	98	8	1	-2	-4	4	13	0
CC(C)(C)c1ccc(C(=O)NCCCNC(=O)c2ccccn2)cc1	?	1.5	97	-3	2	6	-3	-5	-13	1

Compound activity as filed in PubChem.
